Autofluor 339: intrinsic fluorescence of library compounds, ex339/em460 – biochemical, MLSMR library, data from DPM-DC assay, artefact control, profiling panel. compound autofluorescence, ex339/em460 nm, NADH buffer; hits give high values; 1 = no-compound wells, NADH background. fluorescence fold increase at 10 µM. hit rate 5.5% among 65,000. AID 709, 2007;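 active means at 10 µM, mean starting fluorescence two-fold or more over control wells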;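 further: signal is the first read of a kinetic run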
HEK293 NFkB inh: inhibitors of PMA/ionomycin-induced NF-kB reporter, primary screen, antigen receptor NF-kB inhibitor project, cell-based, HEK-293 luciferase reporter, luminescence; inhibition, % at 3 µM; HEK-293 NF-kB luciferase reporter; hit rate 0.21% among 62,000;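 active means inhibition above the mean of all tested compounds plus 3 SD, cut at about 40% in these data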;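 further: 0% = stimulated DMSO wells and 100% = 10 µM reference inhibitor 5653914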
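Reagent: PMA plus ionomycin mix as NF-kB-activating stimulus. Assay system: NF-kB luciferase reporter HEK-293 cells. Technique: luminescence from luciferase substrate reagent. Incubation: 1 h compound pre-incubation, 16 h PMA/ionomycin at 37 °C. Benchmarks: DMSO only as uninhibited control, 10 µM reference inhibitor as full inhibition. Repeats: tested once.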
NADH enzymes: inhibitors of PK/LDH coupling enzymes, profiling panel, artefact control, biochemical, MLSMR library | IC50, µM (top dose mostly 10 µM), for the others: top-dose inhibition | hit rate 0.02% among 65,000 | coupled PK/LDH NADH assays, four targets | AID 774, 2007;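 active means single-dose screening hits from any of four coupled enzyme assays that gave an IC50 when retested across doses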;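 further: the DPM-DC format reads NADH fluorescence rather than 340 nm absorbance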
ROCK2 inh: inhibitors of human ROCK2 kinase, primary screen, biochemical, high-throughput, luminescence; Rho-associated protein kinase 2 (Homo sapiens), O75116; purified ROCK2, Kinase-Glo ATP depletion luminescence; inhibition, % at 6 µM; hit rate 0.35% among 60,000; AID 604, 2007;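 active means inhibition above the screen-wide mean inhibition plus 3 SD, cut at about 18% in these data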;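 further: plate controls were DMSO wells for no effect and Y-27632 control wells after no-enzyme background subtraction for full effect; many of its hits are not listed in these tables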
JNK3 blocker: JNK3 kinase activity inhibitors, primary screen, biochemical, human, purified enzyme | Mitogen-activated protein kinase 10 (Homo sapiens), P53779 | HTS | hit rate 0.61% among 60,000 | inhibition, % at 8 µM; in the data active means inhibition above about 17%;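 further: 0% = DMSO and 100% = reference inhibitor; many of its hits are not listed in these tables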
PKA kinase inh: inhibitors of human PKA kinase activity, primary screen, biochemical, ATP-depletion luminescence, Kemptide substrate | PKA Kemptide phosphorylation, Kinase-Glo ATP luminescence | inhibition, % at 6 µM | hit rate 0.1% among 65,000;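 active means inhibition above the screen-wide mean inhibition plus 3 SD, cut at about 21% in these data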; further: many of its hits are not listed in these tables
A340 absorber: compound light absorbance at 340 nm, profiling panel, artefact control, biochemical, MLSMR library, data from PS, PMK, MK assays; compound absorbance at 340 nm, fold over control; AID 708, 2007; fold change at 10 µM; 65,000 tested, under 10 active;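 active means at 10 µM dose, initial 340 nm absorbance at least 2 fold that of control wells; inactive means change under 2 fold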;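 further: initial absorbance extrapolated from kinetic A340 decline of NADH oxidation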
Ecoli tolC: growth inhibitors of E. coli tolC mutant, primary screen, strain BW25113 ΔtolC::kan, 384-well; OD615; growth inhibition, % at 10 µM (by protocol); hit rate 2.2% among 65,000;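 active means growth inhibition at or above a cutoff equal to the mean over every tested compound plus 3 SD, cut at about 60% in these data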;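 further: growth measured after 20 h incubation at 37 °C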
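Test system: tolC-deleted E. coli BW25113; medium: LB with kanamycin 50 µg/mL; compound: single-point testing at 10 µM; incubation: 20 h compound exposure of bacteria at 37 °C; signal: OD at 615 nm; evaluation: growth inhibition in percent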
MMP13 inh: human MMP13 inhibitors, primary screen, biochemical, FRET peptide cleavage. hit rate 0.07% among 65,000. AID 570, 2006. inhibition, % at 4 µM. MMP-13 fTHP FRET cleavage, Mca fluorescence;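 active means inhibition above the mean of compound-free control plate wells plus 3 SD, cut at about 14% in these data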;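 further: 0% = DMSO wells and 100% = wells with reference MMP-13 inhibitor after basal subtraction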
Active calls of the source: *; x = no result given; [ ] = another dose, or the depositor's remark. Not all compounds are listed; count on the stated rates, not on these rows.

SMILES | Autofluor 339 | HEK293 NFkB inh | NADH enzymes | ROCK2 inh | JNK3 blocker | PKA kinase inh | A340 absorber | Ecoli tolC | MMP13 inh
Cc1ccc(O)c(NC(=O)COc2cc(C)ccc2C)c1 | 1.1 | 13 | 2% | 3 | 1 | 0 | 1 | 18 | 3
Nc1nncn1C(=O)c1cccs1 | 1.1 | 16 | 9% | 16 | 0 | 16 | 0.97 | -18 | -3
N#CC1=C(N)NC(SCc2ccc(F)cc2)=C(C#N)C12CCCCC2 | 1.1 | x | 3% | -2 | 7 | 4 | 1 | 4 | 4
CCC(=NC(CC)CO)C1=C(O)CC(C)(C)CC1=O (stereo unspecified) | 1.1 | x | 2% | 2 | 7 | 4 | 1 | 3 | -6
O=C(NCc1cccnc1)c1ccc2c(=O)n(CCCN3CCCC3=O)c(=S)[nH]c2c1 | 0.47 | 7 | 24% | 0 | -2 | 1 | 1.1 | -13 | -3
O=C(OCc1nc2ccccc2c(=O)[nH]1)c1cccs1 | 1.2 | 10 | 2% | 2 | 0 | 4 | 1 | 1 | -3
O=C(O)C1CCCN(S(=O)(=O)c2ccc(Cl)s2)C1 (stereo unspecified) | 0.99 | 16 | 4% | 3 | -2 | 7 | 0.96 | -7 | 3
COc1ccc(CCNC(=O)CSc2nnc(CNc3ccc(Cl)cc3)o2)cc1OC | 1 | 4 | 3% | -5 | 0 | 0 | 0.98 | -8 | 2
O=C(O)C1CC(=O)N(c2ccc(OCc3ccccc3Cl)cc2)C1 (stereo unspecified) | 1.1 | 12 | 2% | 9 | 4 | 9 | 1 | 1 | 0
CC(C)CNC(=O)COc1ccc2c3c(c(=O)oc2c1)CCC3 | 2* | 9 | 19% | 5 | -6 | 4 | 1.1 | -19 | -29
c1ccc(OCCOc2ncnc3ccccc23)cc1 | 1 | -18 | 3% | 4 | 15 | 5 | 1 | -7 | -7
Cc1cc(C)c2c(c1)c(C)cc1nnc(SCC(=O)NCc3ccco3)n12 | 1.4 | 10 | 7% | 4 | 0 | 5 | 0.99 | 15 | -8
COc1ccc(-c2nn3c(-c4ccccc4)nnc3s2)cc1 | 0.93 | 8 | 10% | 7 | -2 | 5 | 1 | 14 | 5
O=C(NC1CCCC1)C1CCCN(S(=O)(=O)c2ccc(-n3cnnn3)cc2)C1 (stereo unspecified) | 1.1 | -8 | 6% | 7 | 2 | 11 | 0.98 | -7 | 3
O=C(NCC1CCCO1)c1ccccn1 (stereo unspecified) | 1.2 | -6 | 6% | 7 | -2 | 11 | 1 | -15 | -3

Five of the entries above in order of their number in NADH enzymes, descending:
Compound	NADH enzymes
COc1ccc(-c2nn3c(-c4ccccc4)nnc3s2)cc1	10%
Nc1nncn1C(=O)c1cccs1	9%
O=C(NC1CCCC1)C1CCCN(S(=O)(=O)c2ccc(-n3cnnn3)cc2)C1 (stereo unspecified)	6%
COc1ccc(CCNC(=O)CSc2nnc(CNc3ccc(Cl)cc3)o2)cc1OC	3%
Cc1ccc(O)c(NC(=O)COc2cc(C)ccc2C)c1	2%

In a second layout: 2 of the compounds above
Cc1ccc(O)c(NC(=O)COc2cc(C)ccc2C)c1
  Autofluor 339: 1.1; HEK293 NFkB inh: 13; NADH enzymes: 2%; ROCK2 inh: 3; JNK3 blocker: 1; PKA kinase inh: 0; A340 absorber: 1; Ecoli tolC: 18; MMP13 inh: 3
Cc1cc(C)c2c(c1)c(C)cc1nnc(SCC(=O)NCc3ccco3)n12
  Autofluor 339: 1.4; HEK293 NFkB inh: 10; NADH enzymes: 7%; ROCK2 inh: 4; JNK3 blocker: 0; PKA kinase inh: 5; A340 absorber: 0.99; Ecoli tolC: 15; MMP13 inh: -8

Going on with the list.
SMILES | Autofluor 339 | HEK293 NFkB inh | NADH enzymes | ROCK2 inh | JNK3 blocker | PKA kinase inh | A340 absorber | Ecoli tolC | MMP13 inh
Cc1nc(NC(=O)c2ccco2)sc1C(=O)Nc1ccc(Br)cc1 | 1.2 | 11 | 10% | -2 | -3 | -3 | 1.2 | 31 | 2
CCOC(=O)c1c(C)[nH]c(C)c1C(=O)COc1ccc(NC(=O)c2ccco2)cc1 | 1 | 15 | 2% | 6 | 1 | 5 | 0.99 | 9 | -2
Cc1nc(SCC(=O)N2CCN(c3ccccc3)CC2)c2c(=O)n(C)c(=O)n(C)c2n1 | 1.1 | 17 | 0% | 1 | -2 | -2 | 1.1 | -5 | -3
Cc1onc(-c2ccccc2)c1C(=O)NCC1CCCO1 (stereo unspecified) | 1.1 | 15 | 0% | 8 | 3 | 14 | 1.1 | -24 | 2
CC(NC(=O)CC12CC3CC(CC(C3)C1)C2)C(=O)O (stereo unspecified) | 1.2 | 8 | 3% | 5 | -3 | 9 | 1 | -13 | 4
COc1cc(NC(=O)c2cc3c(C)nc4ccccc4c3o2)cc(OC)c1OC | 1 | 17 | 10% | 1 | 4 | 7 | 1.1 | 16 | 7
O=C(NCCO)c1scc2c1OCCO2 | 1 | 18 | 2% | -1 | 0 | -4 | 0.98 | -23 | 5
CCOCCCNC(=O)C1CCN(S(=O)(=O)N(CC(C)C)CC(C)C)CC1 | 1 | 16 | 4% | 1 | 2 | -2 | 0.96 | -8 | -5
COc1ccc(S(=O)(=O)Nc2cccc(NC(C)=O)c2)cc1 | 1.1 | 6 | 2% | -1 | -6 | 0 | 1.1 | 0 | -2
Cc1cccc(OCCOCCN2CCOCC2)c1C | 1.1 | 4 | 2% | 4 | -6 | 7 | 1 | -10 | 2
COc1ccc(C2C(C(=O)c3ccc(C)o3)=C(O)C(=O)N2c2cc(C)on2)cc1OC (stereo unspecified) | 1.1 | 12 | 3% | -2 | -1 | 1 | 1.1 | -8 | -3
C=CCNC(=O)CSc1nc2sc(C)c(C)c2c(=O)[nH]1 | 1 | 8 | 2% | 8 | 0 | 3 | 1 | -20 | 1
CCc1ccccc1OCc1nnc(N)s1 | 1.1 | 16 | 2% | 7 | -1 | 12 | 1.1 | 0 | 2
O=C(Nc1ccc2c(c1)oc1ccccc12)c1cccnc1 | 1.1 | -22 | 8% | 2 | -2 | 6 | 1 | 4 | 1
FC(F)(F)c1ccccc1Nc1nccs1 | 1 | 8 | 5% | 3 | 3 | 0 | 1 | -7 | 7
COC(=O)c1ccc(C)c(NC(=O)Cn2cnc3ccccc3c2=O)c1 | 1.1 | -9 | 7% | -8 | -4 | 3 | 0.97 | -14 | 3
N#Cc1ccc(OCC(=O)NCCc2ccc(S(N)(=O)=O)cc2)cc1 | 1.1 | -3 | 6% | 7 | 6 | 10 | 1 | -22 | 0
CCCCn1c(SCC(=O)NCc2cccs2)nc2c1c(=O)n(C)c(=O)n2C | 1.1 | 15 | 4% | -1 | -4 | -4 | 1 | -6 | -3
O=C(CSc1nnnn1Cc1ccccc1)Nc1ccc2c(c1)OCO2 | 1 | 3 | 2% | 5 | 3 | 3 | 0.98 | -6 | 4
CC(C)N1CC(C(=O)Nc2ccc(Br)c(Cl)c2)CC1=O (stereo unspecified) | 1.2 | 10 | 5% | 5 | -3 | 8 | 1.1 | 12 | 3
Cc1ccc(C(=O)CSc2nc3ccccc3c(=O)n2N)o1 | 1.1 | -12 | 3% | 8 | -7 | 7 | 1.1 | 6 | -2
CCOc1c(C(N)=O)c(-c2ccccc2)c2c(=O)[nH]c3ccccc3n12 | 3.8* | 8 | 4%[fluoresces] | 14 | -4 | 11 | 1.1 | -17 | -90[fluorescence artefact?]
Cn1c(C(=O)NCc2ccccn2)cc2c(=O)n3ccccc3nc21 | 4.9* | -19 | 6%[fluoresces] | 0 | 4 | 0 | 1.1 | -21 | -379[fluorescence artefact?]
CCN1CCN(c2ccc(-n3c(C)nc4c(cnn4-c4ccccc4Cl)c3=O)cc2)CC1 | 1.1 | 9 | 5% | 3 | 0 | 11 | 0.98 | -22 | 0
O=C(C1CCCN(S(=O)(=O)c2cnc[nH]2)C1)N1CCN(c2ccc(Cl)cc2)CC1 (stereo unspecified) | 1 | 5 | 3% | 7 | -1 | -2 | 0.99 | -8 | 2
COc1ccc(NCCNc2ccc(OC)cc2)cc1 | 1.1 | x | 3% | x | x | x | 1 | -9 | x
Cc1c(C(=O)NCc2cccnc2)oc2ccc(S(=O)(=O)N3CCCCC3)cc12 | 1 | 7 | 2% | 1 | 1 | -1 | 0.99 | -2 | -7
CC1CCN(c2nncc3ccccc23)CC1 | 1 | 8 | 7% | 0 | 0 | 4 | 1 | 0 | -2
CCCNC(=O)c1c(N)n(-c2cccc(OC)c2)c2nc3ccccc3nc12 | 3.8* | 17 | 10%[fluoresces] | 4 | 7 | 10 | 1 | 24 | -201[fluorescence artefact?]
CC1=NCCN1S(=O)(=O)c1cc(Cl)ccc1Cl | 1.1 | 5 | 6% | 9 | 6 | 8 | 1 | -11 | 4
S=c1[nH]nc(-c2ccccc2)n1Cc1ccccc1 | 1.1 | x | 3% | 4 | 1 | 5 | 1 | 11 | -4
O=C1C2ON(c3ccccc3)C(c3ccncc3)C2C(=O)N1c1ccc(N2CCOCC2)cc1 (stereo unspecified) | 1.1 | 14 | 0% | 5 | 3 | 9 | 1 | -7 | 0
O=C(NCCCN1CCOCC1)c1cc2c(=O)[nH]c3ccccc3c2s1 | 4.7* | 6 | 7%[fluoresces] | 1 | -7 | 1 | 1.1 | -17 | -107[fluorescence artefact?]
COC(=O)c1ccccc1NC(=O)C1CCCN(c2nnc(-n3cccc3)s2)C1 (stereo unspecified) | 1.2 | 19 | 5% | 3 | 6 | 0 | 1.1 | 4 | -5
O=C1CCc2cc(S(=O)(=O)NCCC(=O)N3CCN(c4cccc(Cl)c4)CC3)ccc2N1 | 1.2 | 26 | 7% | 1 | -5 | 7 | 0.99 | 13 | 4

No new results follow: entries from further up.
SMILES | Autofluor 339 | HEK293 NFkB inh | NADH enzymes | ROCK2 inh | JNK3 blocker | PKA kinase inh | A340 absorber | Ecoli tolC | MMP13 inh
CC1CCN(c2nncc3ccccc23)CC1 | 1 | 8 | 7% | 0 | 0 | 4 | 1 | 0 | -2
CCCNC(=O)c1c(N)n(-c2cccc(OC)c2)c2nc3ccccc3nc12 | 3.8* | 17 | 10%[fluoresces] | 4 | 7 | 10 | 1 | 24 | -201[fluorescence artefact?]
CC1=NCCN1S(=O)(=O)c1cc(Cl)ccc1Cl | 1.1 | 5 | 6% | 9 | 6 | 8 | 1 | -11 | 4
S=c1[nH]nc(-c2ccccc2)n1Cc1ccccc1 | 1.1 | x | 3% | 4 | 1 | 5 | 1 | 11 | -4
O=C1C2ON(c3ccccc3)C(c3ccncc3)C2C(=O)N1c1ccc(N2CCOCC2)cc1 (stereo unspecified) | 1.1 | 14 | 0% | 5 | 3 | 9 | 1 | -7 | 0

Compound activity: PubChem BioAssay, several laboratories
